ZTA DNA inh – counter-screen for EBNA-1 inhibitors: inhibitors of Epstein-Barr virus ZTA; P03206; ZTA-DNA binding, fluorescence polarization; inhibition, % at 11 µM; hit rate 0.15% among 320,000; AID 2234; in the data active = inhibition above about 33%
Target sequence (P03206 whole entry, looked up): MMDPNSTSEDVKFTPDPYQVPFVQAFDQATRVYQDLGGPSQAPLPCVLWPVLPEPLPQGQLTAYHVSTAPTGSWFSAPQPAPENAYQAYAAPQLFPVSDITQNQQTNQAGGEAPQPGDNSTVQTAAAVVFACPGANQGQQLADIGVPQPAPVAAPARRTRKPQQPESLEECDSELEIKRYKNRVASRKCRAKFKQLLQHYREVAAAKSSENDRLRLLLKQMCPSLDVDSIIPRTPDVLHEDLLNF
EBNA-1 inh – blocks EBNA-1 binding to DNA | inhibition, % at 14.8 µM | EBNA-1 DNA binding, fluorescence polarization | hit rate 0.34% among 300,000; in the data active = inhibition above about 28%
MCL1-BIM inh – inhibitors of human MCL1 binding to BIM-BH3 peptide; GST-MCL1 / FITC-Bim-BH3 fluorescence polarization; inhibition, % at 10.9 µM; hit rate 0.68% among 320,000;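 active = inhibition above the mean inhibition of all tested compounds plus 3 SD, set per campaign, cut at about 40% in these data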;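 also: 0% = DMSO wells and 100% = unlabeled Bim-BH3 peptide control; higher means more loss of mP so more displacement of Bim peptide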
Bcl-xL primary – blocks human Bcl-xL binding to Bim BH3 peptide | inhibition, % at 10.9 µM | GST-Bcl-xL / FITC-Bim BH3 peptide fluorescence polarization | Q07817 | hit rate 0.7% among 320,000;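 active = inhibition above the mean of all tested compounds plus 3 SD, cutoff set per campaign, cut at about 30% in these data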;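 also: 0% = DMSO wells and 100% = unlabeled Bim-BH3 peptide competitor; inhibitors lower millipolarization by displacing the labeled peptide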
Target sequence (Q07817 whole entry, looked up): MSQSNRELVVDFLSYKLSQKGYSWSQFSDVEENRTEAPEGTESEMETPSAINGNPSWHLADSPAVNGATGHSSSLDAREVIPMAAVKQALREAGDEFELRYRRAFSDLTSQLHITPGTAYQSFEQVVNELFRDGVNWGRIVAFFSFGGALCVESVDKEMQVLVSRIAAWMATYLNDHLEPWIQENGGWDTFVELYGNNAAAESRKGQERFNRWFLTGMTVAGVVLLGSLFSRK
GLD-1 RNA inh – GLD-1-TGE RNA interaction inhibition (C. elegans); inhibition, % at 5.96 µM; Q17339; hit rate 0.44% among 320,000; purified GLD-1 + fluorescein TGE RNA, fluorescence polarization; AID 2280;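 active = percent inhibition above a per-plate cutoff, the plate mean of test compounds plus 3 SD, cut at about 30% in these data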;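 also: 0% = DMSO wells with GLD-1 and probe and 100% = wells lacking GLD-1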
Target sequence (Q17339 whole entry, looked up): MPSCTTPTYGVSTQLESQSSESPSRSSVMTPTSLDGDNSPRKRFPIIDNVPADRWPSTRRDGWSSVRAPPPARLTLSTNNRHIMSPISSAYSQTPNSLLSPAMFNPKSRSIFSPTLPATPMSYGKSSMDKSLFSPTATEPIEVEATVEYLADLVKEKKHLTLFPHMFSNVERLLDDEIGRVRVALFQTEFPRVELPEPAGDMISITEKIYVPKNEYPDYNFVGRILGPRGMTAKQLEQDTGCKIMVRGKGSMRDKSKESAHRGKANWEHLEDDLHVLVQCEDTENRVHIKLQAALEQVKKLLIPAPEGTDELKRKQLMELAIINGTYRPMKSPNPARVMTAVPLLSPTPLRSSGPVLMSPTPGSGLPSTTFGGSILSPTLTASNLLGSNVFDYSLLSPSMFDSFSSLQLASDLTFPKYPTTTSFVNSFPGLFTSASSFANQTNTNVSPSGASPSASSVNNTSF
Efflux pump inh – blocks antifungal efflux pumps in multiplex yeast assay; AID 485275; S. cerevisiae Candida pump triplex, Nile Red efflux; hit rate 0.44% among 330,000; inhibition, % at 10 µM;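 active = plate passing quality check with inhibition over a set limit, or well fluorescence over plate mean plus 4 SD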;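 also: Nile Red retained in pooled yeast measured as flow cytometry median fluorescence; 0% = buffer negative control and 100% = Enniatin B positive control; higher means more Nile Red kept so more efflux inhibition; some compounds called inactive have numbers as strong as hits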
MEX-5 binding – C. elegans MEX-5 TCR-2 RNA binding activity. hit rate 0.38% among 300,000. MEX-5/FITC-TCR2 RNA binding, fluorescence polarization; active compounds read low. activity score (negative = inhibition of binding), % at 10 µM;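 active = inhibition past about -25% in most replicates, and total fluorescence under double the plate's negative control median, limit read from the data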;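 also: 0% = DMSO and -100% = 5 µM competing unlabeled TCR2 RNA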
CR mimetic SO – lowers age-related superoxide in aged yeast cells. S. cerevisiae aged cells, superoxide DHE fluorescence; active compounds read low. superoxide response (% of plate mean), % at 10 µM. hit rate 0.18% among 330,000;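 active = superoxide response under a set limit, about three screen SD below normal, cut at about 65% in these data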;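 also: yeast aged for seven days with compound at 30 °C before DHE staining; 100% = average MFI of all compound-treated wells on the plate with controls excluded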
Fam108B counter – blocks mouse Fam108B hydrolase in RBBP9 counter-screen; recombinant Fam108B, FP-Rh probe fluorescence polarization; inhibition, % at 9.51 µM; hit rate 0.33% among 300,000; AID 1947;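 active = inhibition above the screen mean inhibition plus 3 SD, computed separately per campaign, cut at about 18% in these data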;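 also: inhibitors lower polarization as less probe binds the enzyme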
* hit, by the source's call; / = not tested or not shown; + = active, no number. Rows were taken by chance (roughly 2.3% active in at least one column).

Start of the listing, in advance, 3 compounds:
SMILES	ZTA DNA inh	EBNA-1 inh	MCL1-BIM inh	Bcl-xL primary	GLD-1 RNA inh	Efflux pump inh	MEX-5 binding	CR mimetic SO	Fam108B counter
COCCNC(=O)c1cc(-c2ccccc2)nn1CC1CC(c2cccc([N+](=O)[O-])c2)=NO1 (configuration not stated)	24	1	-4	5	3	0.0	0.6	96	-1
Cc1cc(C)cc(OCC(=O)N/N=C/c2ccc([N+](=O)[O-])o2)c1	5	-6	7	5	3	0.1	2.4	120	7
Cn1c(CCNC(=O)c2ccco2)nc2cc(NC(=O)NC3CCCCC3)ccc21	-9	2	0	1	2	-0.3	-1.8	101	-1

This part in full, from the start:
SMILES	ZTA DNA inh	EBNA-1 inh	MCL1-BIM inh	Bcl-xL primary	GLD-1 RNA inh	Efflux pump inh	MEX-5 binding	CR mimetic SO	Fam108B counter
COCCNC(=O)c1cc(-c2ccccc2)nn1CC1CC(c2cccc([N+](=O)[O-])c2)=NO1 (configuration not stated)	24	1	-4	5	3	0.0	0.6	96	-1
Cc1cc(C)cc(OCC(=O)N/N=C/c2ccc([N+](=O)[O-])o2)c1	5	-6	7	5	3	0.1	2.4	120	7
Cn1c(CCNC(=O)c2ccco2)nc2cc(NC(=O)NC3CCCCC3)ccc21	-9	2	0	1	2	-0.3	-1.8	101	-1
N#CCCn1c(=S)[nH]c2ccccc21	9	8	-14	-18	3	0.0	1.9	104	3
COc1ccc(CCN(CC(=O)NC2CCCC2)C(=O)Cn2nnc(-c3ccc(C)o3)n2)cc1OC	11	-13	3	3	-4	0.1	-0.9	103	1
CCN(CC)CCNCC(O)(c1ccc(Cl)cc1)c1ccc(Cl)cc1	-9	-7	4	1	11	0.2	-1.4	104	7
COCCNc1cc(C)c(C#N)c2nc3ccccc3n12	-11	3	0	3	-1	-0.1	2.5	99	1
CCOC(=O)c1cc(NC(=O)N(CC)CC)c(C)nc1C	-7	-3	8	3	4	0.1	1.5	96	-3
COc1ccc(-c2cc3c(=O)n(CC(=O)Nc4ccc(Cl)cc4)ncn3n2)cc1	10	3	4	4	3	-0.1	-2.1	94	1
COc1ccc(NC(=S)N2c3ccccc3CC2C)cc1OC (configuration not stated)	10	8	-4	-2	2	0.1	-1.9	103	0
C/C(=N\NC(=O)c1nn(C)c(C)c1Br)c1cccc(NC(=O)c2ccoc2C)c1	-11	0	11	4	5	-0.1	0.0	95	-2
COc1cc(/C=C2\C(=N)N3N=C(N4CCOCC4)SC3=NC2=O)ccc1OC(=O)c1ccccc1	18	2	7	-1	2	0.1	2.3	100	7
Cn1cc(C(=O)OCC2CCN(CCNS(C)(=O)=O)CC2)c2ccccc21	0	8	-1	0	9	-0.1	0.3	101	2
COCCCn1c(SCC(=O)NC(C)(C)C)nnc1-c1cccs1	13	-4	10	13	6	0.2	-7.8	103	-3
CC(C)(C)NC(=O)COC(=O)c1ccccc1OCC(=O)Nc1ccc(Br)cc1	-7	-11	-7	-2	-1	0.1	1.5	104	-5
CC(=O)c1ccc(S(=O)(=O)N2CCC3(CC2)CC(=O)c2ccccc2O3)cc1	3	6	4	4	-4	0.0	-0.1	101	-3
CCOC(=O)/C(C#N)=C/c1c(Oc2cccc(C)c2)nc2ccccn2c1=O	3	-3	-4	-5	5	0.1	0.3	110	1
COC(=O)c1ccc(/C=C/C(=O)OCC(=O)Nc2ncc(Cl)cc2Cl)cc1	-5	/	2	3	6	0.1	/	101	/
CC1Cc2c([nH]c3ccccc23)C2c3ccccc3CN12 (configuration not stated)	-8	0	5	11	-4	-0.1	-3.8	102	2
CCOC(=O)N1CCN(C(=O)CSc2nc(=O)n3ccc(C)cc3n2)CC1	6	10	4	10	10	0.0	-3.3	92	-2
Nc1cccc(CN2CCCC2)c1	11	-5	5	-2	6	0.3	-1.0	100	2
CCOc1ccc(NC(=O)CC2C(=O)N(c3ccccc3)C(=O)N2CCOC)cc1 (configuration not stated)	8	20	1	1	3	0.1	0.7	91	-2
COc1ccccc1-n1c(SCC(=O)NC2CCS(=O)(=O)C2)nc2ccccc2c1=O (configuration not stated)	-9	/	-3	-3	9	0.1	/	150	/
Cc1ccc(S(=O)(=O)Nc2c(NC3CCCCC3)c3ccccc3oc2=O)cc1C	5	6	-4	-8	0	0.3	-0.3	103	0
Cc1ccc(NC(=O)CN2C(=O)c3ccccc3S2(=O)=O)c(C)c1	-1	7	2	2	4	0.0	-0.7	101	-6

Retrieved by compound from the entries so far (six):
SMILES	ZTA DNA inh	EBNA-1 inh	MCL1-BIM inh	Bcl-xL primary	GLD-1 RNA inh	Efflux pump inh	MEX-5 binding	CR mimetic SO	Fam108B counter
COCCCn1c(SCC(=O)NC(C)(C)C)nnc1-c1cccs1	13	-4	10	13	6	0.2	-7.8	103	-3
COCCNC(=O)c1cc(-c2ccccc2)nn1CC1CC(c2cccc([N+](=O)[O-])c2)=NO1 (configuration not stated)	24	1	-4	5	3	0.0	0.6	96	-1
COc1ccc(NC(=S)N2c3ccccc3CC2C)cc1OC (configuration not stated)	10	8	-4	-2	2	0.1	-1.9	103	0
Cc1ccc(NC(=O)CN2C(=O)c3ccccc3S2(=O)=O)c(C)c1	-1	7	2	2	4	0.0	-0.7	101	-6
COCCNc1cc(C)c(C#N)c2nc3ccccc3n12	-11	3	0	3	-1	-0.1	2.5	99	1
Cn1cc(C(=O)OCC2CCN(CCNS(C)(=O)=O)CC2)c2ccccc21	0	8	-1	0	9	-0.1	0.3	101	2

Continuation:
SMILES	ZTA DNA inh	EBNA-1 inh	MCL1-BIM inh	Bcl-xL primary	GLD-1 RNA inh	Efflux pump inh	MEX-5 binding	CR mimetic SO	Fam108B counter
CCOC(=O)c1nc(C)n(-c2ccc(Cl)cc2)n1	16	6	3	4	-4	-0.1	2.9	102	-2
CCOc1ccc(N(CC(=O)Nc2cccc(Cl)c2)S(=O)(=O)c2c(C)noc2C)cc1	4	6	5	2	5	0.1	-1.0	101	-24
CCN1C(=O)C(CC(=O)Nc2ccc(OC)cc2)N(Cc2ccc3c(c2)OCO3)C1=S (configuration not stated)	20	10	5	1	3	-24	-0.2	95	3
COc1cccc(CNC(=O)c2nnn(CC(=O)Nc3cc(Cl)ccc3C)c2N)c1	-5	-5	-10	-5	2	-0.1	0.6	96	-13
Cc1ccccc1Nc1nnc(SCC(=O)NCc2ccco2)s1	10	7	2	4	8	0.0	/	99	-1
COc1ccc(S(=O)(=O)Nc2cc3c4c(c2)CCC(=O)N4CCC3)cc1	-4	-1	0	5	10	-0.1	-3.4	95	2
Cc1nn(Cc2ccc(F)cc2)c(C)c1NC(=O)c1cnn2c1NC(c1cccs1)CC2C(F)(F)F (configuration not stated)	-7	1	-2	4	13	0.1	-2.7	78	-1
CC1(C)Cc2ccccc2-c2nc3n(c(=O)c21)CCCS3	5	7	1	6	5	0.0	-1.5	101	2
O=C(CS(=O)(=O)c1cn(Cc2ccc(Cl)cc2)c2ccccc12)N1CCCC1	5	2	7	5	5	-0.2	1.3	91	0
CCOc1cc(CNc2cccc3ccccc23)cc(Br)c1OCC(=O)NC(C)(C)C	-5	4	2	0	10	0.2	-3.4	103	6
CCOC(=O)CNS(=O)(=O)c1ccc(S(=O)(=O)N2CCCC2)cc1	-2	-5	1	6	3	-0.1	2.2	90	0
COc1ccc(-c2csc(=Nc3ccccc3)n2CCO)cc1	-3	2	0	8	-2	0.0	-2.4	109	1
CCc1nc(-c2ccccc2O)n(-c2ccccc2)n1	-8	0	1	2	14	-0.3	-0.9	92	2
CC1=CCC2C(=O)N(c3ccc(N4CCOCC4)cc3)C(=O)C2C1 (configuration not stated)	-7	-1	12	5	-1	0.3	2.1	101	1
Cc1ccc(/C(O)=C2\C(=O)C(=O)N(C)C2c2ccccc2[N+](=O)[O-])cc1 (configuration not stated)	-10	1	12	4	4	0.0	0.6	93	-1
Cc1cc(OCCCC(=O)NCCc2ccccn2)ccc1Cl	-1	-4	-9	-2	-6	0.0	-2.0	106	-1
COc1ccc(C2(c3ccc(OC)cc3)NC(=O)N(CC(=O)Nc3ccc(OC(F)F)cc3)C2=O)cc1	-12	-1	-5	0	10	0.1	2.2	90	-38
O=C(Nc1ccccc1F)Nc1ccccc1OC(F)F	-19	-7	11	-1	0	0.3	-0.3	106	-5
CCOC(=O)N1CCN(C(=O)/C(=C/c2ccc(OC)c(OC)c2)NC(=O)c2ccccc2)CC1	14	9	0	3	4	0.1	1.1	90	1
COc1ccccc1-c1noc(CSc2nc(C)cc(=O)[nH]2)n1	5	-10	-24	-14	1	0.1	2.8	96	1
Cc1ccccc1NS(=O)(=O)c1ccc2c(c1)NC(=O)CCS2	5	-5	2	7	6	0.1	2.8	111	-1
Cc1ccc(S(=O)(=O)CCC(=O)OCC(=O)Nc2cc(S(=O)(=O)N3CCOCC3)ccc2C)cc1	4	4	-2	-4	1	0.0	-1.7	96	0
O=C1CSc2ccc(S(=O)(=O)NCc3ccccc3Cl)cc2N1	16	4	4	3	0	-0.2	-0.4	109	-2
CN(c1cccc(NC(=O)Nc2ccc(Cl)cc2)c1)S(C)(=O)=O	-5	4	-5	-5	0	-0.9	-1.5	70	-2
CCN(CC)C(=O)CSc1nnc(-c2cnccn2)n1-c1ccccc1	5	0	4	3	5	0.1	0.9	99	-8

Next compounds.
SMILES	ZTA DNA inh	EBNA-1 inh	MCL1-BIM inh	Bcl-xL primary	GLD-1 RNA inh	Efflux pump inh	MEX-5 binding	CR mimetic SO	Fam108B counter
CC(C)C(=O)Nc1cccc(NC(=O)c2ccc([N+](=O)[O-])cc2Cl)c1	-5	-2	7	1	7	0.0	0.7	112	2
CCCc1cc(-c2nc(N)ncc2-c2csc(C)n2)c(O)cc1OC	0	1	-2	1	6	0.2	1.1	103	0
O=C(CN1CCN(c2ccccc2)CC1)N1CCc2[nH]c3ccccc3c2C1	0	13	1	7	1	-0.4	/	92	-2
O=C(Nc1ccc(Cl)c(C(F)(F)F)c1)NC1CC2CCCC(C1)N2C1CC1 (configuration not stated)	3	5	3	7	3	-0.1	-0.6	92	0
COc1cc(/C=N\Nc2nncn2N)ccc1OC(C)=O	3	11	0	0	1	-0.1	-5.9	98	1
COCCCNC(=O)c1ccc2c3c(onc13)-c1ccccc1C2=O	0	-2	+	+	197*	0.1	-79*	150	1
Cc1ccc(C(=O)O/N=C(\N)c2ccccc2)c(Cl)c1	14	-5	-2	4	-4	-0.1	-0.3	124	1
O=C(NNC(=O)c1cccs1)c1ccc(Cl)nc1	10	0	5	11	2	0.1	2.0	108	-2
O=C(c1cc2ccccc2c(=O)o1)N1CCc2ccccc2C1	-15	-12	-1	8	7	0.0	-1.1	101	1
Cc1ccc(S(=O)(=O)NCCN2CCOCC2)cc1	4	-2	-2	-6	6	0.0	-1.2	96	-1
Cc1cc2ccccn2c1C(=O)Nc1ccc(Cl)cc1	7	5	1	2	3	0.0	1.2	99	-4
O=C(CN1C(=O)NC2(CCCC2)C1=O)NNC(=O)c1ccc(Cl)cc1	-3	/	0	-9	7	0.1	/	123	/
COc1cc(/C=N/N=C(/C(=O)c2ccccc2)c2ccccc2)cc(OC)c1O	2	-11	-2	5	4	-0.3	1.3	115	5
Cc1cc(C(=O)COc2ccccc2C#N)c(C)n1C1CC1	-3	-3	-9	-1	0	0.0	2.2	109	2
CCOc1ccccc1NC(=O)C1CCN(S(=O)(=O)c2ccc(OC)c(OC)c2)CC1	-2	-1	4	5	2	0.0	2.8	110	1

Bioassay records as filed in PubChem.
